M4 PAM = potentiates acetylcholine response at human M4 receptor. CHO-K1 hM4/Gqi5, Fluo-8 calcium fluorescence, ACh EC20; 0% = ACh EC20, 100% = maximal ACh. activation, % at 3 µM. 360,000 compounds, 0.4% hits. P08173;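 active = activation above its plate's cutoff, the mean activation of sample wells plus 3 SD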; also: some results filed as inactive read as strong as hits
Target sequence (P08173 whole entry, looked up): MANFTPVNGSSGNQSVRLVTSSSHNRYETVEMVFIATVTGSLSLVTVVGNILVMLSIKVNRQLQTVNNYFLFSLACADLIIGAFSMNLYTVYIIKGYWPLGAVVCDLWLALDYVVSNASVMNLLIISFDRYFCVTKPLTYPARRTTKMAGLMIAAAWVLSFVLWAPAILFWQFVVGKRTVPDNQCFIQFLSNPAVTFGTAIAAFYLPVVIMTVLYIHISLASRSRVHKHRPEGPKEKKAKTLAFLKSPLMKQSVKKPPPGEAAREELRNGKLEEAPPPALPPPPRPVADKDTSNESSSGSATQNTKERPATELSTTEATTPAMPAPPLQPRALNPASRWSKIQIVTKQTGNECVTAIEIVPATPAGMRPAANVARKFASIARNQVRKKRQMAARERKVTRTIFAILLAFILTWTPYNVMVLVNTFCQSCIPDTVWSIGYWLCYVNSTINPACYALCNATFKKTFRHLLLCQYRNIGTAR
CRFBP-R2 block = blocks CRF-induced signaling of the CRF-BP/CRF-R2 complex. HEK293 CRF-R2/CRF-BP, CRF-induced calcium fluorescence. inhibition, % at 11.8 µM. 350,000 compounds, 0.59% hits. AID 588475;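 active = inhibition of the ligand-induced calcium signal above about 50% at the single tested concentration, limit read from the data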
M1 PAM parental = counter-screen for M1 PAMs: effect in parental CHO-K1 cells; activation, % at 3 µM; 360,000 compounds, 0.02% hits; ATP EC20, Fluo-8 calcium fluorescence; 0% at ATP EC20, 100% at ATP max;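 active = activation above the run cutoff, the mean activation of all test compounds plus 3 SD, cut at about 40% in these data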;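 also: peak over basal fluorescence ratio in a 140 s read after ATP addition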
M5 PAM = positive allosteric modulators of human muscarinic M5 receptor; P08912; CHO-K1 hM5, Fluo-8 calcium, ACh EC20 PAM; 0% = ACh EC20, 100% = ACh EC100; activation, % at 3 µM; 360,000 compounds, 0.3% hits; AID 624038;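 active = activation above the run cutoff, the mean activation of all test compounds plus 3 SD, cut at about 18% in these data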
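Replicates: One well per compound, no replicates | System: Human M5 receptor in CHO-K1 cells | Benchmarks: Low control EC20 acetylcholine (0%), high control EC100 acetylcholine (100%) | Probe or stimulus: Acetylcholine, EC20 level | Times: Fluo-8 loading 80 min at 37 °C plus 30 min room temperature | Signal: Intracellular calcium via Fluo-8 fluorescence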
TAAR1 ag = human TAAR1 agonism. CHO RD-HGA16 TAAR1, Fluo-8 calcium fluorescence; vehicle wells 0%, saturating PEA agonist 100%. Q96RJ0. 360,000 compounds, 0.99% hits. activation, % at 3 µM;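 active = activation above the mean activation of all test compounds in the run plus 3 SD, cut at about 38% in these data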
Target sequence (Q96RJ0 whole entry, looked up): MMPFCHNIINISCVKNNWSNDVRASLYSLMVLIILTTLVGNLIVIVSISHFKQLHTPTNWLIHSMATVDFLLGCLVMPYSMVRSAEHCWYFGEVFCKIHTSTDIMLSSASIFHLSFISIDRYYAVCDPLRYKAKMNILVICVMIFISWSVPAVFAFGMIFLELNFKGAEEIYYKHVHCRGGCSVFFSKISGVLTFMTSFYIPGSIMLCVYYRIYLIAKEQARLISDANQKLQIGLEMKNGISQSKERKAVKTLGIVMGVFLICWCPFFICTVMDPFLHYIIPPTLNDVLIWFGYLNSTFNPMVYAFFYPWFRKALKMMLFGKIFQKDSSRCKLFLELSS
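Assay system: CHO-derived RD-HGA16 cells with stable Gα16 and human TAAR1; timing: 17-24 h seeding, 75 min 37 °C dye, 30 min RT; read-out: % activation from peak over basal fluorescence ratio, DMSO-to-PEA scaled; measured by: kinetic Fluo-8 calcium fluorescence; benchmarks: low control DMSO, high control PEA (EC100); doses: 3 µM single concentration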
TAAR1 antagonist = antagonists of human TAAR1; 360,000 compounds, 1.5% hits; inhibition, % at 3 µM; CHO RD-HGA16 TAAR1, Fluo-8 calcium fluorescence, antagonist; Q96RJ0;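 active = inhibition above a per-plate cutoff, the mean inhibition of test compounds on that plate plus 3 SD, cut at about 49% in these data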;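 also: 0% = DMSO plus EC80 beta-PEA response and 100% = DMSO alone without agonist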
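Test system – hTAAR1-expressing CHO RD-HGA16 cells, Gα16-coupled · Reagent – β-PEA at EC80 concentration, post-compound challenge · Compound dosing – 3 µM, single point · Timing – 140 s kinetic read after compound, 140 s after agonist · Detection – Fluo-8 intracellular calcium dye fluorescence, real-time kinetic reads · Control set – DMSO and EC80 PEA controls · Repeats – n of 1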
M5 ag = agonists of human muscarinic M5 receptor (CHRM5); CHO-K1 hM5 cells, Fluo-8 calcium fluorescence; 0% DMSO wells, 100% maximal acetylcholine response; activation, % at 3 µM; 360,000 compounds, 0.19% hits; AID 624037;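 active = activation above the run's mean over test compounds plus 3 SD, cut at about 23% in these data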;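 also: signal is peak over basal fluorescence ratio across the kinetic read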
M5 antag = blocks acetylcholine activation of human M5 receptor | P08912 | inhibition, % at 3 µM | CHO-hM5 cells, Fluo-8 calcium fluorescence, ACh EC80 | 360,000 compounds, 0.59% hits;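 active = inhibition above a per-plate cutoff, the mean of that plate's test compounds plus 3 SD, cut at about 27% in these data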;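 also: 0% = acetylcholine EC80 with DMSO and 100% = DMSO without agonist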
CRFBP-R2 agonist = agonists of human CRF-binding protein/CRF-R2 receptor complex. HEK293 CRF-R2/CRF-BP, calcium dye fluorescence (FLIPR); percent of saturating CRF peptide response. activation, % at 13.2 µM. 350,000 compounds, 0.46% hits;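 active = activation of at least 50%, plus an integration ratio under a set limit after plate pattern correction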;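 also: plate controls were neutral control wells without compound for no effect and CRF at EC100 for full effect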
* hit, by the source's call; / = not tested or not shown.

Second line of a record – CRFBP-R2 agonist | M1 PAM parental | M4 PAM | TAAR1 ag | M5 PAM | M5 ag | CRFBP-R2 block | M5 antag | TAAR1 antagonist
Cc1ccc(S(=O)(=O)CCSc2nc(C)cc(C)c2C#N)cc1
    -0.2 | -3 | -1 | 3 | -2 | 1 | 12 | 2 | 4
COc1cccc(-c2csc(N3CCN(Cc4ccccc4)CC3)n2)c1
    -0.5 | 11 | 1 | 9 | -2 | -4 | 20 | -11 | 19
NC(=O)c1ccsc1NC(=O)c1ccc([N+](=O)[O-])o1
    5.8 | -9 | -2 | 8 | 5 | 5 | -2 | -2 | -3
Cc1nc2ccccc2c2oc(C(=O)N3CCCC(C)C3)cc12 (stereo unspecified)
    -0.3 | -8 | -3 | -1 | -3 | 0 | -19 | 4 | 2
CC[C@@H](NCCCn1ccc(NC(=O)OCc2ccccc2)nc1=O)c1ccccc1
    0.1 | 6 | 0 | 1 | 3 | -3 | -14 | -9 | 4
COc1ccc(CN2C(=O)/C(=C/c3ccncc3)SC2=S)cc1
    -2.1 | 17 | -3 | 7 | 10 | 9 | 4 | 5 | 18
CN(C(=O)COC(=O)c1cccc(Cl)c1)C1CCS(=O)(=O)C1 (stereo unspecified)
    -0.6 | 11 | 5 | -1 | 6 | -1 | -6 | -1 | -4
COc1cc2ccccc2cc1C(=O)Nc1cccnc1
    0.1 | 2 | 8 | 2 | 9 | -5 | -5 | -13 | 1
CC(C)NC(=O)CN1CCN(c2ncccn2)CC1
    -0.2 | 11 | 2 | 4 | 3 | 2 | 2 | -4 | 13
CCOC(=O)c1c(NC(=O)CSc2nnc(-c3ccccc3C)n2C)sc(C(C)=O)c1C
    -0.3 | -9 | -7 | 8 | -10 | -3 | -28 | 2 | 10
O=C(O)C(C(=O)O)=C1C2CC3CC(C2)CC1C3
    -1.2 | 8 | -8 | 1 | 5 | 0 | -4 | 5 | -29
CCN(CC)C1=N/C(=C\c2ccc(OC)cc2)C(=O)N1c1ccccc1
    -0.3 | 21 | -3 | 4 | 0 | -2 | -15 | -2 | -27
CCOc1ccc(NC(=S)NC23CN4CN(CN(C4)C2)C3)cc1
    0.3 | 15 | 5 | 11 | 0 | 3 | 17 | -6 | -7
CC(=O)N1CCN(CC(=O)Nc2cc(F)ccc2C)CC1
    1.5 | 0 | 2 | 3 | 9 | 2 | 6 | 8 | 9
COc1ccc(-c2nnc(SCC(=O)N3CCN(c4ccccc4)CC3)o2)cc1OC
    -2.4 | -10 | 2 | 0 | -5 | 1 | -11 | 8 | -10
O=C1N(Cc2cccnc2)C[C@@H]2C[C@@H](c3ccc(C(F)(F)F)cc3)N3CCC[C@@]123
    1.2 | 24 | 4 | -2 | 0 | -8 | -13 | -5 | -11
CCOc1ccccc1N1CC(C(=O)N(C)Cc2cccnc2)CC1=O (stereo unspecified)
    0.1 | 20 | 0 | 1 | 2 | 0 | 4 | 9 | -12
O=C(C1CC1)N1CCN=C1SCc1ccc(F)cc1
    1.3 | 10 | 3 | 0 | -2 | 2 | 30 | -3 | -8
CCOc1ccccc1C(=O)NC(C(=O)N(C)c1c(N)n(Cc2ccccc2)c(=O)[nH]c1=O)C(C)C (stereo unspecified)
    1.6 | -5 | 11 | -1 | -8 | 1 | -19 | 1 | -6
O=C(Oc1ccc2ccccc2c1)c1cncc(Br)c1
    2.3 | 10 | 12 | 10 | -3 | 0 | -6 | 4 | -21
COCCOC(=O)C1=C(N)Oc2c(oc(CO)cc2=O)C1c1c(F)cccc1Cl (stereo unspecified)
    -1.5 | 13 | 0 | 7 | -7 | 1 | -4 | 6 | -3
CCC1CN(C(=O)N2CCC(C(=O)NCCc3ccc(OC)cc3OC)CC2)c2ccccc2O1 (stereo unspecified)
    0.4 | 7 | 0 | 13 | 0 | 3 | -3 | 0 | 56*
COc1ccc(C(=O)n2c(C)c(CCO)c(=O)n2C)cc1
    -0.5 | 21 | 0 | 0 | -6 | -1 | -14 | 11 | -17
CCCC(=O)Nc1ccc(Cl)c(-c2nc3ncccc3o2)c1
    15 | 2 | -2 | 6 | -5 | 1 | -5 | 3 | -4
N#Cc1ccc(S(=O)(=O)N2CCN(CC(=O)Nc3ccccc3C(=O)NC3CC3)CC2)cc1
    -0.2 | 11 | -4 | 15 | -9 | 3 | -7 | 8 | 39
CN1CCN(Cc2nc3c(c(=O)n(C)c(=O)n3C)n2CCCc2ccccc2)CC1
    -2.4 | 1 | -2 | 0 | -4 | -9 | 7 | -2 | 1
Cc1ccc(OCC(=O)c2c(O)c3ccccc3oc2=O)cc1C
    -0.3 | 13 | 15 | 10 | -6 | -1 | -4 | -3 | -28
NS(=O)(=O)c1ccc(NC(=O)c2ccc(-c3ccccc3)cc2)cc1
    1.9 | 23 | 0 | 1 | 5 | 0 | -19 | 5 | -12
CCC(=O)N1Cc2cc(C(=O)NCC(F)(F)F)nc(-c3cccc(-c4cncnc4)c3)c2[C@@H]1CCO
    / | 16 | -1 | 1 | -5 | 0 | / | -4 | -15
CC(NC(=O)C1CCC1)c1ccc(Cl)cc1 (stereo unspecified)
    0.1 | 12 | 6 | 1 | 6 | -1 | 7 | -1 | -3

Three compounds already listed, arranged by the number in CRFBP-R2 block, falling:
SMILES,CRFBP-R2 agonist,M4 PAM,M5 PAM,M5 ag,CRFBP-R2 block,M5 antag,TAAR1 antagonist
COc1ccc(C(=O)n2c(C)c(CCO)c(=O)n2C)cc1,-0.5,0,-6,-1,-14,11,-17
NS(=O)(=O)c1ccc(NC(=O)c2ccc(-c3ccccc3)cc2)cc1,1.9,0,5,0,-19,5,-12
CCOC(=O)c1c(NC(=O)CSc2nnc(-c3ccccc3C)n2C)sc(C(C)=O)c1C,-0.3,-7,-10,-3,-28,2,10

More structures follow:
Second line of a record – CRFBP-R2 agonist | M1 PAM parental | M4 PAM | TAAR1 ag | M5 PAM | M5 ag | CRFBP-R2 block | M5 antag | TAAR1 antagonist
CC1CC1C(=O)OCC(=O)Nc1cccc(Br)c1 (stereo unspecified)
    1.6 | 19 | -2 | 3 | 0 | -2 | 8 | 2 | -12
O=C(N/N=C/c1ccc(O)c([N+](=O)[O-])c1)C1CC1(c1ccccc1)c1ccccc1 (stereo unspecified)
    -2.0 | 9 | 19 | -2 | 3 | -1 | 11 | 5 | 0
CCOC(=O)c1ccc(-n2c(C)nc3ccccc3c2=O)cc1
    -0.2 | 1 | 7 | 1 | -5 | 0 | -6 | 3 | 1
COc1cnc(-c2ccccc2)nc1Oc1cccc(C)c1C
    3.3 | 12 | -3 | 6 | -5 | -8 | 10 | -16 | 8
COc1ccc(C(=O)Nc2nc(C)cs2)cc1S(=O)(=O)N1CCCC1
    1.1 | -5 | -10 | 4 | -5 | 3 | -11 | 9 | -5
NC(=O)c1ccc(Br)c(S(=O)(=O)N2CCCCC2)c1
    -1.0 | -3 | 8 | 10 | 1 | 0 | -11 | 0 | -8
CC(Sc1nc2ccccc2c(=O)n1C)C(=O)N(C)C1CCCCC1 (stereo unspecified)
    0.1 | -4 | -7 | 6 | -13 | 5 | 2 | 16 | -7
Cc1ccc(-c2nnn(CC(=O)N3C(C)CCCC3C)n2)cc1 (stereo unspecified)
    0.0 | 10 | -6 | 6 | 3 | 3 | 0 | -16 | -3
O=C(CN1C(=O)c2cccc3cccc(c23)C1=O)N1CCN(c2ccccn2)CC1
    -3.5 | 23 | 3 | -2 | -2 | 0 | -35 | 2 | -7
COc1ccccc1C(=O)NNC(=O)c1ccc(O)cc1
    -0.3 | 13 | 5 | -1 | 4 | 0 | -18 | 1 | 4
O=C(COc1ccc(/C=N/NS(=O)(=O)c2ccccc2)cc1)NCc1ccccc1
    -1.5 | 17 | 0 | 10 | -2 | 0 | 0 | 1 | -6
O=C(CCCSc1nc2ccccc2[nH]1)Nc1ccccc1
    -5.0 | -6 | 0 | 8 | 4 | 2 | -33 | -4 | -16
Cn1c(N)c(C(=O)COC(=O)/C=C/c2ccc(Cl)c(Cl)c2)c(=O)n(C)c1=O
    4.2 | 24 | 10 | 1 | 2 | 0 | -17 | 18 | 1
CCCCNC(=O)CSc1nc(N)c(C(=O)Nc2ccc(OC)cc2)s1
    1.0 | -3 | -14 | 0 | 3 | 2 | 12 | -1 | -13
COc1cccc(-c2cn3nc4c(nc3n2)CCCC4)c1
    -0.2 | 0 | -6 | / | 1 | 2 | -8 | 0 | /
N#CC1(NC(=O)COC(=O)c2ccccc2[N+](=O)[O-])CCCCC1
    0.1 | -23 | -3 | 1 | -5 | 3 | -7 | 3 | -1
CC(=O)Nc1c(C(=O)O)oc2ccc(Cl)cc12
    -1.5 | 12 | 6 | 1 | -5 | -1 | 8 | 6 | 8
C=CC[N@@+]12CC[C@]34c5ccccc5N5/C=C6\C7N(/C=C(\C53)[C@@H](C[C@@H]41)/C(=C/CO)C2)c1ccccc1[C@@]71CC[N@@+]2(CC=C)C/C(=C\CO)[C@@H]6C[C@@H]12 (stereo partly specified)
    -1.8 | -1 | 8 | 1 | 6 | -1 | 10 | -6 | -16
COC(=O)c1ccccc1N/C=C1\CCc2c(c(C)nn2-c2ccccn2)C1=O
    2.8 | -6 | 13 | 2 | -1 | -1 | 1 | 1 | 38
O=C(N/N=C/c1ccc(OC2CSC2)cc1)c1ccc(CN2CCOCC2)cc1
    -0.7 | -5 | -5 | 2 | -5 | -2 | 4 | 2 | -1
CCOC(=O)C1=C(N)Oc2c(c(=O)[nH]c3ccccc23)C1c1ccccc1 (stereo unspecified)
    0.4 | 21 | -4 | 19 | 6 | 1 | 0 | -5 | -12
O=C(Nc1ccn(-c2ccccc2)n1)c1ccc(Cl)cc1
    23 | 0 | 14 | -1 | 4 | -1 | -16 | -3 | 11
CCOC(=O)C1=CCC(C(C)(C)C)N(S(=O)(=O)c2ccc(C)cc2)C1 (stereo unspecified)
    / | 20 | 1 | 1 | 1 | -2 | / | -2 | -17
COc1cc(NS(=O)(=O)c2ccc(NC(=O)Cc3ccccc3)cc2)nc(OC)n1
    2.2 | 8 | 8 | 1 | 0 | 0 | -18 | 1 | -6
COc1ccc(C(=O)Oc2cc(C)[nH]c(=O)c2[N+](=O)[O-])cc1
    -2.6 | 13 | -2 | 1 | -6 | 2 | 17 | 1 | 4
CC1CCCC(NC(=O)CNC(=O)c2cccs2)C1C (stereo unspecified)
    8.5 | 0 | 1 | 2 | -8 | -2 | -12 | -3 | 3

Screens as filed in PubChem BioAssay.
